High-throughput results (PubChem BioAssay)
M18AAP inhibitor = PfM18AAP inhibitors, malaria aminopeptidase, primary screen, biochemical, QFRET, recombinant enzyme. inhibition, % at 7.35 µM. 290,000 compounds, 1.2% hits. H-Glu-NHMec fluorogenic cleavage. AID 1822, 2009;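 active = inhibition above the campaign mean inhibition over all tested compounds plus 3 SD, cut at about 28% in these data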;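 note: 0% = plate median of test compound wells and 100% = 2 mM ZnCl2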
IDE act = human IDE activators in live cells, primary screen, fluorescence polarization, HEK cells, FAbeta-B substrate; Insulin-degrading enzyme (Homo sapiens), P14735; FAbeta-B cleavage; 0% vehicle, 100% cell-free pure enzyme wells; activation, % at 5.96 µM; 340,000 compounds, 0.073% hits;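 active = activation above the mean of all tested compounds plus 3 SD, set per screening campaign, cut at about 17% in these data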
IDE inh = human IDE inhibitors in live cells, primary screen, fluorescence polarization, HEK cells, FAbetaB substrate. Insulin-degrading enzyme (Homo sapiens), P14735. AID 434962, 2010. inhibition, % at 5.59 µM. 320,000 compounds, 0.41% hits. FAbetaB cleavage;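 active = percent inhibition above the average of all tested compounds plus 3 SD, set per screening campaign, cut at about 16% in these data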;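 note: IDE supplied by intact live HEK cells; FP after avidin binding of uncleaved biotin substrate so inhibition keeps polarization high; 0% = DMSO wells and 100% = 60 µM reference IDE inhibitor Ii1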
MEKK2wt PB1 HTS = modulators of MEK5 binding to wildtype MEKK2, primary screen, biochemical, multiplex bead flow cytometry, Alexa488-MEK5 | Mitogen-activated protein kinase kinase kinase 2 (Homo sapiens), Q9Y2U5 | Alexa488-MEK5 binding to MEKK2 WT; actives lie on both sides | binding response (% of control), % at 10 µM | 290,000 compounds, 1.1% hits | AID 1531, 2009; in the data active = binding response below about 67% or above about 130%
MEKK3 PB1 HTS = modulators of MEKK3-MEK5 PB1 binding, primary screen, biochemical, wildtype MEKK3, multiplex bead flow cytometry, Alexa488-MEK5; bead-based flow cytometry, Alexa488-MEK5 binding to MEKK3; actives lie on both sides; 0 = blocked by unlabeled MEK5, 100 = vehicle; binding response (% of control), % at 10 µM; 290,000 compounds, 1.4% hits; AID 1529, 2009;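 active = binding response more than 3 SD above or below the average of its plate-row segment, actives on both sides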;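 note: Alexa488 bead fluorescence after subtracting the streptavidin-only scavenger bead signal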
NALP1 yeast inh = NALP1 inflammasome inhibitors in reconstituted yeast, colorimetric, S. cerevisiae, triplicate retest. S. cerevisiae NALP1/ASC/caspase-1 growth, X-gal OD620, 72 h. inhibition, % at 10 µM. 280,000 compounds, 0.61% hits. AID 2071, 2009; in the data active = inhibition mostly above about 24%, no sharp cut-off; inactive = mostly below about 32%; note: some compounds called inactive have numbers as strong as hits
MEKK2 mut-MEK5 = MEK5 binding signal on mutant MEKK2 PB1, primary screen, biochemical, multiplex bead flow cytometry, Alexa488-MEK5; Alexa488-MEK5 binding to MEKK2 mutant; percent response, % at 10 µM; 290,000 compounds, 0.35% hits; in the data active = percent response above about 24%, passing the limit was not always enough; note: inactives centre near 1; some results filed as inactive read as strong as hits; reference of the scale not given here
SUMO HTRF inh = inhibitors of in vitro SUMOylation cascade, primary screen, biochemical, HTRF, uHTS | 290,000 compounds, 0.36% hits | SUMO-conjugating enzyme UBC9 (Homo sapiens), P63279 | inhibition, % at 35 µM | AID 2006, 2009 | HTRF SUMOylation assay, SAE1/SAE2 + UBC9; in the data active = inhibition above about 50%, passing the limit was not always enough; note: strong numbers were not always called active
Target sequence (P63279 whole entry, looked up): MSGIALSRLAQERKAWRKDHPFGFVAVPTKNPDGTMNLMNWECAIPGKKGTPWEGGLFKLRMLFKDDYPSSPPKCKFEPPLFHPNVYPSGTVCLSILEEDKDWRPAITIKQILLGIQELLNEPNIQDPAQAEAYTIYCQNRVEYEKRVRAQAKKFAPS
p-CIP stab down = p/CIP-EGFP fusion destabilizers, primary screen, fluorescence, F442A cells | Q05BA5 | 16 h | decrease of EGFP signal, % at 10 µM | 290,000 compounds, 0.01% hits;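 active = EGFP signal decrease of at least 30% at 10 µM or well 3 SD below plate mean, unless failing retest; inactive = the rest, including hits failing retest or dose response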; note: some compounds called inactive have numbers as strong as hits; many of its hits are not listed in these tables
Numbers without * were called inactive; . = not tested or not shown. The list is partial. The share of hits here may be higher or lower than overall.

structure,M18AAP inhibitor,IDE act,IDE inh,MEKK2wt PB1 HTS,MEKK3 PB1 HTS,NALP1 yeast inh,MEKK2 mut-MEK5,SUMO HTRF inh,p-CIP stab down
CCc1sc(NC(=O)CCC(=O)O)nc1-c1cc2ccccc2oc1=O,-0.7,2.3,2.4,88.0,86.0,-1.3,-8.0,14.1,4.6
COCCn1c(-c2ccc(-c3ccccc3Cl)o2)nc2c1c(=O)[nH]c(=O)n2CC(C)C,0.5,4.0,8.5,104.0,108.0,-1.5,3.0,24.0,-14.3
CC(=O)N1c2c(cc(Br)cc2S(=O)(=O)NCc2ccccc2)CC1C (stereo unspecified),0.7,0.2,-5.4,95.0,92.0,14.8,-6.0,-8.0,21.7
N#Cc1ccc(C(=O)N(Cc2ccccc2)c2ccccc2)cc1,4.7,2.6,8.9,97.0,102.0,21.9,2.0,15.1,-9.3
CCOC(=O)c1c(S(=O)(=O)NCC(=O)N2CCN(c3ccccc3)CC2)c(C)n(C)c1C,1.8,-0.8,-1.3,100.0,98.0,23.0,0.0,.,4.5
O=C(NCCc1ccccc1)C1CCC(CNc2nc(=S)[nH]c3ccccc23)CC1 (stereo unspecified),-17.0,0.9,3.0,95.0,105.0,14.2,-10.0,8.1,10.4
O=C(COc1ccc(Cl)cc1)NC(=S)Nc1ccccc1N1CCOCC1,-0.1,3.5,-4.1,98.0,98.0,1.9,3.0,-11.4,3.8
CCC(=O)Nc1nnc(S(=O)(=O)N2CCc3ccccc32)s1,12.4,7.8,5.7,100.0,99.0,-1.3,2.0,1.3,-15.3
c1ccc2c(NCCCN3CCOCC3)c3ccccc3nc2c1,6.8,.,-3.8,92.0,103.0,-2.3,-6.0,20.3,-7.4
S=C(NCCc1ccccc1)NCC(c1ccco1)N1CCCCC1 (stereo unspecified),-0.4,2.7,-4.4,92.0,98.0,6.0,-2.0,8.8,-3.4
COc1ccc(/C=C2\SC(=S)N(NC(=O)c3csc4c3CCCC4)C2=O)cc1,-6.6,7.0,10.5,99.0,103.0,1.4,3.0,-21.5,5.2
COc1ccc(C(C[N+](=O)[O-])c2c(C)[nH]n(-c3ccccc3)c2=O)cc1 (stereo unspecified),45.0*,-1.9,2.4,107.0,104.0,45.0*,4.0,87.0*,-18.0
Cc1ccc(S(=O)(=O)N2CCC(C(=O)N3CCN(c4ccccn4)CC3)CC2)cc1,1.1,-2.7,2.9,105.0,102.0,5.2,1.0,2.5,4.1
O=c1ccccn1CCOc1ccccc1Cl,1.3,2.1,-0.6,112.0,107.0,22.9,0.0,3.5,-7.5
Cn1c(C(=O)O)cc2cc(F)ccc21,3.7,3.6,-1.1,77.0,68.0,-4.3,-13.0,-0.5,-14.4

Filtered by structure: the compounds so far containing a furan ring, fused or not.
structure,M18AAP inhibitor,IDE act,IDE inh,MEKK2wt PB1 HTS,MEKK3 PB1 HTS,NALP1 yeast inh,MEKK2 mut-MEK5,SUMO HTRF inh,p-CIP stab down
COCCn1c(-c2ccc(-c3ccccc3Cl)o2)nc2c1c(=O)[nH]c(=O)n2CC(C)C,0.5,4.0,8.5,104.0,108.0,-1.5,3.0,24.0,-14.3
S=C(NCCc1ccccc1)NCC(c1ccco1)N1CCCCC1 (stereo unspecified),-0.4,2.7,-4.4,92.0,98.0,6.0,-2.0,8.8,-3.4

Compound profiles (already shown).
Record of `COc1ccc(/C=C2\SC(=S)N(NC(=O)c3csc4c3CCCC4)C2=O)cc1` : M18AAP inhibitor = -6.6; IDE act = 7.0; IDE inh = 10.5; MEKK2wt PB1 HTS = 99.0; MEKK3 PB1 HTS = 103.0; NALP1 yeast inh = 1.4; MEKK2 mut-MEK5 = 3.0; SUMO HTRF inh = -21.5; p-CIP stab down = 5.2
Record of `O=C(COc1ccc(Cl)cc1)NC(=S)Nc1ccccc1N1CCOCC1` : M18AAP inhibitor = -0.1; IDE act = 3.5; IDE inh = -4.1; MEKK2wt PB1 HTS = 98.0; MEKK3 PB1 HTS = 98.0; NALP1 yeast inh = 1.9; MEKK2 mut-MEK5 = 3.0; SUMO HTRF inh = -11.4; p-CIP stab down = 3.8

Returning to the listing; the three compounds before the break are reprinted first.
structure,M18AAP inhibitor,IDE act,IDE inh,MEKK2wt PB1 HTS,MEKK3 PB1 HTS,NALP1 yeast inh,MEKK2 mut-MEK5,SUMO HTRF inh,p-CIP stab down
Cc1ccc(S(=O)(=O)N2CCC(C(=O)N3CCN(c4ccccn4)CC3)CC2)cc1,1.1,-2.7,2.9,105.0,102.0,5.2,1.0,2.5,4.1
O=c1ccccn1CCOc1ccccc1Cl,1.3,2.1,-0.6,112.0,107.0,22.9,0.0,3.5,-7.5
Cn1c(C(=O)O)cc2cc(F)ccc21,3.7,3.6,-1.1,77.0,68.0,-4.3,-13.0,-0.5,-14.4
Cc1cc(NC(=O)CSc2nc3c(C)c(C)ccc3cc2C)no1,4.2,1.6,4.6,103.0,101.0,9.5,6.0,5.4,1.1
Nc1nc(NC(=O)/C=C/c2ccc(F)cc2)nn1-c1ccccc1,-13.6,7.0,-2.6,102.0,101.0,30.1,1.0,4.4,-11.3
CC(=O)Nc1ccc(S(=O)(=O)N2CCN=C2SCc2ccc(F)cc2)cc1,-3.9,0.0,3.5,104.0,100.0,7.0,2.0,-13.3,7.3
CC(=O)/C(=C/N(C)C)C(=O)Nc1ccc(Cl)cc1Cl,5.5,2.6,3.4,105.0,108.0,7.8,6.0,14.9,-12.3
COc1ccc(NC(=O)c2c(SC)nsc2SC)cc1,-2.4,-1.3,-6.2,111.0,106.0,4.9,3.0,18.7,-6.9
COC(=O)c1ccc(Cl)c(S(=O)(=O)N2CCCC2)c1,0.4,5.1,1.8,95.0,91.0,13.3,-12.0,-9.5,-8.0
O=C(/C=C/c1cccnc1)c1cc(F)ccc1O,-14.4,4.2,-2.4,98.0,99.0,28.5,-7.0,8.6,5.4
CC(=O)c1sc(-c2ccccc2)cc1N,4.8,.,4.8,102.0,106.0,-1.7,7.0,8.3,-1.0
Cc1ccsc1/C=C1/C(=O)NN(c2ccccc2)C1=O,14.0,4.0,4.9,102.0,103.0,15.4,5.0,-7.1,1.1
COc1ccc(-n2c(C)c(C(C)=O)c(C(C)=O)c2C)cc1,1.7,-0.7,1.6,92.0,93.0,14.3,-3.0,5.3,-8.7
CCC1=NNC(=O)C(CC(=O)Nc2ccccc2)c2cc(OC)c(OC)cc21 (stereo unspecified),1.0,-0.9,9.6,101.0,100.0,14.7,-1.0,8.9,4.2
